ERK EGF block – blocks ERK signaling stimulated by EGF | HEK293-V1b, EGF-stimulated phospho-ERK AlphaScreen | Potency, µM (series often up to 11.5 µM), inactives show top-dose activity change, negative = inhibition, usual class: inhibitors | 130,000 compounds, 0.41% hits; active = well fitted inhibition curve with a large enough effect; inconclusive = small, poorly fitted or top-dose-only effect, or effect the other way;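 also: plate controls were stimulated vehicle wells for no effect and unstimulated vehicle basal for full effect; nearly all actives have a fitted effect of over 55% in size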
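Readout: AlphaScreen signal for phosphorylated ERK in lysed HEK293 cells stably expressing V1b. Stimulus 25 nM EGF, 5 min, following 30 min compound exposure. Data scaled to DMSO basal and full EGF activation.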
The depositor's hits bear a star; [ ] = remark or other dose. Potency is read from the fitted curve at half-maximal effect. Not all compounds are listed; rates above refer to the full screens.

O=C(c1cnn2c(C(F)F)cc(-c3ccccc3)nc12)N1CCc2ccccc2C1 was read as ERK EGF block -5%.
`CCN(CC)c1ccc(C(=O)c2cnc(/N=C/N(C)C)s2)cc1` gave ERK EGF block -4%.
Cc1cc(NC(=O)CSc2ccc(F)cc2)no1 was read as ERK EGF block 1%.
Screening COc1cc(/C=N/NC(=O)c2cccc(S(=O)(=O)N3CCCCC3)c2)cc(Br)c1O returned ERK EGF block 11%.
CCOC(=O)c1cc(C#N)c(SCC(=O)Nc2ccc(C(C)=O)cc2)[nH]c1=O was read as ERK EGF block -3%[57.5 µM].
For Cc1nn(C)c(C)c1S(=O)(=O)N1CCC(C(=O)NC(C)c2ccccc2)CC1 (centres undefined) the results were ERK EGF block 6%.
For CCOC(=O)c1cnc(SCC(=O)N2CCC(C(N)=O)CC2)nc1N the results were ERK EGF block -6%.
COc1ccc(NC(=O)NN(C(=O)c2ccccc2)C(C)(C)C)cc1 was read as ERK EGF block -2%.
For CC(=O)Nc1ccc(C2=NN(Cc3nnc(-c4ccccc4)o3)C(=O)SC2)cc1 the results were ERK EGF block 11%.
Screening CC(=O)Nc1ccc(S(=O)(=O)NCC(=O)OCC(=O)N2CCCc3ccccc32)cc1 returned ERK EGF block 3%.
For O=C(c1cccc(C(F)(F)F)c1)N(c1ccccn1)C1CCCCC1 the results were ERK EGF block -2%.
For COc1nc(OC)nc(Oc2ccc([N+](=O)[O-])cc2Cl)n1 the results were ERK EGF block 10%.
`Cc1onc(-c2c(Cl)cccc2Cl)c1/C(N)=N/OC(=O)C(C)(C)C` gave ERK EGF block 3%[57.5 µM].
For CN1OC(c2ccccc2)=C(CO)C1c1ccccc1 (centres undefined) the results were ERK EGF block 6%.
`O=C(CCc1nnc(Cc2ccc(-c3ccccc3)cc2)o1)N1CCCC1` gave ERK EGF block 9%.
For COc1ccc(NC(=O)C2C3CCC4C(CCC32)C4(Cl)Cl)cc1 (centres undefined) the results were ERK EGF block 6%.
Screening Cc1cccc(C)c1NC(=O)C(NS(=O)(=O)c1cccs1)c1ccccc1 (centres undefined) returned ERK EGF block 8%.
`COC(=O)C1=C(C)NC=C([N+](=O)[O-])C1c1ccc(OC)cc1` (centres undefined) gave ERK EGF block 8%.
CCCCn1c2nc3ccccc3nc2c2c(=O)n(-c3ccccc3)cnc21 was read as ERK EGF block 1%.
COc1ccc(-c2cn3cccnc3n2)cc1NS(=O)(=O)c1ccccc1 was read as ERK EGF block -3%.
CCOC(=O)c1cnc(-n2nc(C)cc2C)nc1NNc1nc(-c2ccccc2)cc(-c2ccccc2)n1 was read as ERK EGF block -4%.
COc1ccc(/C=N/Nc2cn[nH]c(=O)c2Cl)cc1 was read as ERK EGF block -1%.
Screening CCCCOP(=O)(c1ccc(N(C)C)cc1)C(Nc1ccccc1)c1ccccc1 (centres undefined) returned ERK EGF block 0%.
`O=C(Nc1nnc(-c2ccccc2F)s1)c1cccnc1` gave ERK EGF block 18%.
CC1CC(=O)Nc2ccccc2N1C(=O)Nc1ccccc1 (centres undefined) was read as ERK EGF block -10%[57.5 µM].
`CCN1CCc2c(OCC(=O)Nc3cccc(C)c3C)cccc2C1=O` gave ERK EGF block -8%.
For CSc1c(CC(=O)NCCO)n(C)c2ccccc12 the results were ERK EGF block -1%.
For COC(=O)c1ccc2c(=O)n(Cc3ccc4c(c3)OCO4)c(SCC(=O)N3CCCC3)nc2c1 the results were ERK EGF block -2%[57.5 µM].
Screening CC(=O)Nc1ccc(/C(C)=N/Nc2nc(Nc3ccccc3)nc(N3CCOCC3)n2)cc1 returned ERK EGF block 3%.
CCS(=O)(=O)N1CCN(c2ccc([N+](=O)[O-])c(NCC3CCCO3)c2)CC1 (centres undefined) was read as ERK EGF block 0%.
`Nc1ncc(-c2ccccc2)c(-c2ccc(OCc3ccccc3)cc2O)n1` gave ERK EGF block 3%[57.5 µM].
Screening CCn1c(-c2c(Cl)c(C)nn2C)n[nH]c1=S returned ERK EGF block -5%.
`CCOC(=O)c1cc(-c2nnc(-c3ccc(Oc4ccccc4)cc3)o2)c(C)nc1C` gave ERK EGF block 4%.
`Cc1cc(NCc2ccccn2)n2nc(C)c(-c3ccccc3)c2n1` gave ERK EGF block 6%[57.5 µM].
Screening CCCc1cc(C(=O)N2CCC(N3CCC(C(=O)NC(C)C)CC3)CC2)n(C)n1 returned ERK EGF block 4%.
Screening CCN(CCO)Cc1csc2ccc(Cl)cc12 returned ERK EGF block -2%.

Pulled by compound from the entries so far (6):
For CSc1c(CC(=O)NCCO)n(C)c2ccccc12 the results were ERK EGF block -1%.
CCS(=O)(=O)N1CCN(c2ccc([N+](=O)[O-])c(NCC3CCCO3)c2)CC1 (centres undefined) was read as ERK EGF block 0%.
CC1CC(=O)Nc2ccccc2N1C(=O)Nc1ccccc1 (centres undefined) was read as ERK EGF block -10%[57.5 µM].
`Nc1ncc(-c2ccccc2)c(-c2ccc(OCc3ccccc3)cc2O)n1` gave ERK EGF block 3%[57.5 µM].
`Cc1cc(NCc2ccccn2)n2nc(C)c(-c3ccccc3)c2n1` gave ERK EGF block 6%[57.5 µM].
Screening CCCc1cc(C(=O)N2CCC(N3CCC(C(=O)NC(C)C)CC3)CC2)n(C)n1 returned ERK EGF block 4%.

Continued:
For Cc1ccc(CNC(=O)COC(=O)c2ccc(Br)cc2)cc1 the results were ERK EGF block 6%.
Screening CCN(C(=O)COC(=O)c1c(NC(C)=O)sc(C)c1C)C1CCS(=O)(=O)C1 (centres undefined) returned ERK EGF block 7%.
O=C(Nc1ccccc1Cl)N1CCSc2ccccc21 was read as ERK EGF block 0%.
`C=CCC(C(=O)c1ccccc1)[N+](C)(C)CC=C` (centres undefined) gave ERK EGF block 5%.
Screening COc1ccc(CNc2ccc(C)c(C)c2)c(OC)c1OC returned ERK EGF block 2%.
`O=C(CN1CCOc2ccccc21)NCc1ccc(F)cc1` gave ERK EGF block -16%.
Screening CCCC(CCC)C(=O)Oc1cc(C)[nH]c(=O)c1[N+](=O)[O-] returned ERK EGF block -6%.
For Cc1cc(C)n(C2CC(=O)N(c3ccccc3)C2=O)n1 (centres undefined) the results were ERK EGF block -7%.
CC/C(=N/NC(=O)CCC(=O)Nc1ccccc1OC)c1ccccc1 was read as ERK EGF block 15%.
CC(C)CN1CCC(=O)N(CCSc2ccc(Br)cc2)CC1 was read as ERK EGF block 22%[57.5 µM].
`Cc1ccc(NC(=O)COC(=O)CCc2ccc(S(=O)(=O)N3CCOCC3)cc2)cc1C` gave ERK EGF block -2%.
Screening CCCCC(=O)Nc1ccc(C(=O)c2ccccc2)cc1 returned ERK EGF block -16%.
Screening NC(=O)N1CCc2ccccc21 returned ERK EGF block 5%.
COc1ccc(-c2cnnc(N/N=C/C(C)=C/c3ccccc3)n2)cc1 was read as ERK EGF block 5%.
For Cc1ccc(SCC(=O)c2ccc[nH]2)cc1 the results were ERK EGF block 1%.
For CC1CC1C(=O)Nc1cc(S(=O)(=O)N2CCOCC2)ccc1N1CCCC1 (centres undefined) the results were ERK EGF block -8%.
Screening C=CCN1N=C(/C=C/c2ccc(C)cc2)CCC1=O returned ERK EGF block -8%.
`O=C(C1=NN[C@@H]2C(=O)N(c3cccc(F)c3)C(=O)[C@H]12)c1ccc2ccccc2n1` gave ERK EGF block 0%.
O=C(CCSc1nc(-c2ccco2)cc(C(F)(F)F)n1)NCCN1CCOCC1 was read as ERK EGF block -10%.
N#CC1=C(N)NC(SCc2ccccc2)=C(C#N)C12CCCC2 was read as ERK EGF block inconclusive.
N#C/C(=C/c1ccc(N2CCCCC2)cc1)c1cccc(F)c1 was read as ERK EGF block -17%.
`COc1ccc(C/C(N)=N/OC(=O)COc2ccccc2C)cc1` gave ERK EGF block inconclusive.
Screening COc1ccccc1OCCNS(=O)(=O)c1ccc2oc3ccccc3c2c1 returned ERK EGF block 16%.
For S=c1[nH]nc(COc2ccccc2)n1/N=C/c1ccncc1 the results were ERK EGF block -2%.
COc1cccc(N2CCN(C(=O)CCSCc3ccccc3F)CC2)c1 was read as ERK EGF block -8%.
Screening CN1C2C=C(N(CCc3ccccc3)C(=O)c3ccc(Cl)cc3)CC1CC2 (centres undefined) returned ERK EGF block 7%.
For Cc1cccnc1NC(=O)C1CCN(S(=O)(=O)c2c(C)noc2/C=C/c2ccco2)CC1 the results were ERK EGF block 12%.
Screening Cc1[nH]n(-c2ccccc2)c(=O)c1C=Nc1ccc(S(=O)(=O)NC(N)=O)cc1 returned ERK EGF block 11%[57.5 µM].
Screening CCOC(=O)c1cn[nH]c1NC(=S)Nc1ccccc1 returned ERK EGF block -1%[57.5 µM].
Cc1cc(NC(=O)CSc2ccccn2)no1 was read as ERK EGF block -7%.
CCOC(=O)c1ccc(NC(=O)c2nc[nH]c2C(=O)NCC(=O)OC(C)(C)C)cc1 was read as ERK EGF block -7%[57.5 µM].
Screening CCc1cc(C(=O)NNC(=S)Nc2cccc(C)c2)cs1 returned ERK EGF block -6%.
COc1ccc(CNc2ccccc2)cc1Br was read as ERK EGF block -3%.
For Cc1ccc(-n2c(=S)[nH]c3sc4c(c3c2=O)CCC4)cc1 the results were ERK EGF block 2%.
CN1C2CCC1/C(=C\c1ccc(F)cc1)C(=O)/C2=C/c1ccc(F)cc1 was read as ERK EGF block 2%.
COC(=O)NNC(=O)COc1cc(C)c(Br)cc1C(C)C was read as ERK EGF block -1%.

5 successive compounds already listed, for reference:
Screening Cc1[nH]n(-c2ccccc2)c(=O)c1C=Nc1ccc(S(=O)(=O)NC(N)=O)cc1 returned ERK EGF block 11%[57.5 µM].
Screening CCOC(=O)c1cn[nH]c1NC(=S)Nc1ccccc1 returned ERK EGF block -1%[57.5 µM].
Cc1cc(NC(=O)CSc2ccccn2)no1 was read as ERK EGF block -7%.
CCOC(=O)c1ccc(NC(=O)c2nc[nH]c2C(=O)NCC(=O)OC(C)(C)C)cc1 was read as ERK EGF block -7%[57.5 µM].
Screening CCc1cc(C(=O)NNC(=S)Nc2cccc(C)c2)cs1 returned ERK EGF block -6%.

Next part.
`Cc1ccc(Oc2ccc(Cl)cc2N)cc1` gave ERK EGF block -8%.
`CCOc1ccc(/C=N/NC(=O)Cn2ccnc2C)cc1` gave ERK EGF block -4%[57.5 µM].
For O=C(NCc1ccc2c(c1)OCO2)c1ccc(CS(=O)(=O)Cc2cccc(Cl)c2)o1 the results were ERK EGF block 4%.
`CCOC(=O)c1cc(CC)sc1/N=C/c1c(O)ccc2ccccc12` gave ERK EGF block 6%.
For COC(=O)c1ccc(N2CCN(C(=O)c3ccccc3)CC2)c(NC(C)=O)c1 the results were ERK EGF block -2%.
For O=C(Cc1ccc(Cl)c(Cl)c1)Nc1ccccc1N1CCOCC1 the results were ERK EGF block 5%.
`CC(=O)Nc1ccccc1NC(=O)c1ccc(C)cc1C` gave ERK EGF block -27%.
For COC(=O)[C@@]1(Cc2ccc(F)cc2)[C@H]2c3cc(C(=O)N(C)C)n(Cc4ccsc4Br)c3C[C@H]2CN1C(=O)c1ccccc1 the results were ERK EGF block 4%.
For COc1cc(NC(=O)c2ccc([N+](=O)[O-])o2)ccc1NC(=O)c1cccs1 the results were ERK EGF block 3%.
`C[C@H](NC(=O)OC(C)(C)C)C(=O)NCC1CCC(C(=O)O)CC1` (some centres undefined) gave ERK EGF block -2%[57.5 µM].
For COc1cc(C=O)ccc1OCCCCOc1ccccc1[N+](=O)[O-] the results were ERK EGF block 10%.
O=C(COC(=O)CCc1c[nH]c2ccccc12)NCc1ccc2c(c1)OCO2 was read as ERK EGF block 3%.
For CCOC(=O)/C=c1\s/c(=C(\C#N)C(N)=O)n(-c2ccccc2)c1=O the results were ERK EGF block -2%[57.5 µM].
For CCOC(=O)c1[nH]c2cc3c(cc2c1NC(=O)CN1CCCC1)OCO3 the results were ERK EGF block 6%[57.5 µM].
Screening O=C(CSc1nc2ccccc2[nH]1)NCc1ccc2c(c1)OCO2 returned ERK EGF block -13%.
Screening CCOc1ccc(Br)cc1S(=O)(=O)Nc1ccc(C(=O)Nc2ccc(C)cc2)cc1 returned ERK EGF block -1%.
O=[N+]([O-])c1cc(Cl)ccc1Sc1ccccn1 was read as ERK EGF block 1%[57.5 µM].
`O=C(CSc1nnc(-c2ccncc2)n1Cc1ccco1)Nc1ccccc1F` gave ERK EGF block -4%[57.5 µM].
CCc1nnc(NC(=O)Cc2cccs2)s1 was read as ERK EGF block 0%.
For NS(=O)(=O)c1ccc(CCNC(=O)c2ccccc2[N+](=O)[O-])cc1 the results were ERK EGF block 8%.
Screening Cc1ccn2c(=O)nc(SCc3cccc(C(F)(F)F)c3)nc2c1 returned ERK EGF block -3%.
For OC1(CN2CCOCC2)C2CN3CCN(C2)CC1(c1ccccc1)C3 (centres undefined) the results were ERK EGF block 0%.
Screening O=C(NCc1cccnc1)c1c(O)c2cccc3c2n(c1=O)CCC3 returned ERK EGF block -2%.
O=C(CN1CCC(O)(c2ccc3c(c2)OCO3)CC1)NC1CCCCC1 was read as ERK EGF block 0%.
`COc1cc(NC(=O)c2cccnc2SC)cc(OC)c1OC` gave ERK EGF block -6%.
`CC(=O)Nc1cc2c(cc1[N+](=O)[O-])OCCO2` gave ERK EGF block -4%.
For COc1ccc(C(=O)Nn2cnnc2)cc1OC the results were ERK EGF block 0%[57.5 µM].
CC(C)NS(=O)(=O)c1ccc(OCC(=O)N2CCCC2)cc1 was read as ERK EGF block -8%.
`C[N+](C)(C)CCCN(Cc1ccc2c(c1)OCO2)C(=O)NC1CCCCC1` gave ERK EGF block 10%[57.5 µM].
For NC(=O)c1ccc(NC(=O)COC(=O)c2ccc3c(c2)OCCO3)cc1 the results were ERK EGF block -8%[57.5 µM].
`CCCn1cc(CN2CCC(N3CCC(C(=O)N4CCOCC4)CC3)CC2)c(C)n1` gave ERK EGF block -3%[57.5 µM].
Screening S=C(NCCCn1ccnc1)Nc1ccc(Cl)cc1Cl returned ERK EGF block 2%.
